# Screens deposited in PubChem BioAssay by National Center for Advancing Translational Sciences (NCATS).
# POLI inh: inhibitors of human DNA polymerase iota; 390,000 compounds, 1% hits; Q9UNA4; Potency, µM (doses to about 115 µM), for the others: at the top dose activity, negative = inhibition, usual class: inhibitors; Pol iota fluorescent replication assay, 10 min
#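 Fluorescent replication assay read twice, at 0 min and 10 min after adding 50 nM (final) substrate. Enzyme (10 nM) and compounds were first incubated 15 min at room temperature; enzyme-free buffer wells were negative controls.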
# Pin1 inhibitor: inhibitors of human Pin1 | Q13526 | Pin1 FP peptide displacement, HiFluor488, 10 min | Potency, µM (series often up to 115 µM), without a hit: at the highest dose activity, negative = inhibition, actives largely listed as inhibitors | 390,000 compounds, 0.009% hits; active = well fitted inhibition curve with a large enough effect in the polarisation, with a control signal flat, not every such curve was filed as active; inconclusive = small, poorly fitted or top-dose-only effect, or effect the other way, or a change in a side signal; inactive = no such curve, though single readings can be large or run the other way; the % refers to the polarisation; note: % is set by controls: 0 for no effect and ±100 for the full control effect
# Target sequence (Q13526 whole entry, looked up): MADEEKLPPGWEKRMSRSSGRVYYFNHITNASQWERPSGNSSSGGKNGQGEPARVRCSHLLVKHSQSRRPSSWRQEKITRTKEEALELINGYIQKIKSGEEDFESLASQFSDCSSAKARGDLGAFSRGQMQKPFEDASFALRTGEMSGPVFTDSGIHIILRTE
# GLS inhibitor: blocks human kidney-isoform glutaminase activity | O94925 | GLS enzymatic activity, qHTS titration | Potency, µM (highest dose often 45.5 µM), inactives show top-dose activity change, negative = inhibition, usual class: inhibitors | 410,000 compounds, 0.21% hits; note: % is set by controls: 0 for no effect and ±100 for the full control effect
# Target sequence (O94925 whole entry, looked up, canonical isoform): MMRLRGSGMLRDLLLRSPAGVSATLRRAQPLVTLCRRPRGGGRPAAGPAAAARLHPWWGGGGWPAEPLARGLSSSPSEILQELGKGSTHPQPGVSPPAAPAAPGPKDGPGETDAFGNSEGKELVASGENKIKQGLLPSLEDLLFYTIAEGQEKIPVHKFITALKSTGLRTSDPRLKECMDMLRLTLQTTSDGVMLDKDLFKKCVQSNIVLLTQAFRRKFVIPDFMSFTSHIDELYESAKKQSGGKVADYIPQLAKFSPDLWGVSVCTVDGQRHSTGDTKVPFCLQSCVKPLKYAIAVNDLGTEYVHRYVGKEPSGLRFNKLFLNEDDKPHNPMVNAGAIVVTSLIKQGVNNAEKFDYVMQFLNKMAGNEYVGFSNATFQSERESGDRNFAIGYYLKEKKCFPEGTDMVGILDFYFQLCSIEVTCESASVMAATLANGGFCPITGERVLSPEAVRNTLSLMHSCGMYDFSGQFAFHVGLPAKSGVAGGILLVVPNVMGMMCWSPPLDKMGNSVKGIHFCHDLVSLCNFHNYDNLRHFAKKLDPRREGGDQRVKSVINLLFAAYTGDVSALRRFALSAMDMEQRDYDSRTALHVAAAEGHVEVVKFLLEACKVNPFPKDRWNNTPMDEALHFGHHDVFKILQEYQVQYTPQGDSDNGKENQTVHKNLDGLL
#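 Coupled fluorescence readout: glutamate oxidase/HRP/Amplex Red detect glutamate formed by hKGA from L-glutamine (1 mM solution added). Buffer 45 mM KH2PO4 pH 8.2, 0.02% Tween-20; reads at t0 and 30 min RT.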
# G9a inh: G9a (human) methyltransferase inhibition; Q96KQ7; G9a H3K9 monomethylation, AlphaScreen, 2 h; Potency, µM (titrated, usually from 102 µM), for the others: top-dose activity, negative = inhibition, hits mostly inhibitors; 350,000 compounds, 8.8% hits; AID 504332; note: % is set by controls: 0 for no effect and ±100 for the full control effect; nearly all actives have a fitted effect of over 75% in size
#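 AlphaScreen read-out: biotin-H3K9 peptide (500 nM) methylation by 20 nM enzyme with 20 uM SAM, 2 h at room temperature after 15 min compound preincubation; anti-monomethyl H3K9 antibody plus donor/acceptor beads, 10 min dark.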
# BAZ2B inh: blocks human BAZ2B | Q9UIF8 | AlphaScreen BAZ2B-H3K14Ac peptide displacement | Potency, µM (top dose mostly 114 µM), without a hit: at the highest dose activity change, negative = inhibition, most hits filed as inhibitors | 360,000 compounds, 4.4% hits; note: % is set by controls: 0 for no effect and ±100 for the full control effect; nearly all actives have a fitted effect of over 60% in size
#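 Complex of BAZ2B and biotin-H3K14Ac (50 nM apiece) forms over 30 min at RT, then faces library compounds up to 110 uM for another 30 min; AlphaScreen beads added, 20 min dark incubation, luminescence read.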
# HP1b binding inh: HP1-beta chromodomain-methylated histone interaction inhibition; P83916; AlphaScreen HP1-beta / biotin-H3K9me3 peptide binding; Potency, µM (doses to about 114 µM), inactives show at the highest dose activity change, negative = inhibition, hits mostly inhibitors; 390,000 compounds, 0.56% hits; note: nearly all actives have a fitted effect of over 70% in size; inactives centre near 23
# Target sequence (P83916 whole entry, looked up): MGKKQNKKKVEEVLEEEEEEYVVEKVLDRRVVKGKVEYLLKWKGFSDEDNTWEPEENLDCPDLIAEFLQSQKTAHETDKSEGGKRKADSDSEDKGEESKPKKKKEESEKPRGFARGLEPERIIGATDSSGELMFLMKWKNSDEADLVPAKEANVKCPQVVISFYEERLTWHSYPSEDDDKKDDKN
#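 HP1-beta protein (50 nM final) preincubated 30 min at room temperature with biotinylated H3(1-18)K9me3 peptide (50 nM) in PBS pH 7.4, 0.01% Tween-20, then compound added for 30 min. AlphaScreen streptavidin donor/nickel chelate acceptor beads (10 ug/mL final), 30 min dark, luminescence read.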
# BLM helicase inh: blocks DNA unwinding by human BLM helicase | P54132 | recombinant BLM DNA unwinding, fluorescence dequenching | Potency, µM (titrated, usually from 56.1 µM), without a hit: at the highest dose activity change, negative = inhibition, hits mostly inhibitors | 350,000 compounds, 0.2% hits | AID 2528;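 note: plate controls were vehicle for no effect and no enzyme for full effect; nearly all actives have a fitted effect of over 35% in size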
# JMJD2A Tudor: blocks the human JMJD2A Tudor domain; AlphaScreen JMJD2A-Tudor / H3K4me3 peptide binding; 390,000 compounds, 4.4% hits; O75164; Potency, µM (titrated, usually from 114 µM), without a hit: at the top dose activity change, negative = inhibition, hits mostly inhibitors; AID 504339; note: % is set by controls: 0 for no effect and ±100 for the full control effect; nearly all actives have a fitted effect of over 50% in size
# Tb PGK inh: inhibitors of T. brucei phosphoglycerate kinase; P07378; PGK/GAPDH coupled, Kinase-Glo luminescence, 60 min; Potency, µM (highest dose often 57.5 µM), without a hit: at the top dose activity change, negative = inhibition, most hits filed as inhibitors; 380,000 compounds, 0.043% hits; note: % is set by controls: 0 for no effect and ±100 for the full control effect; nearly all actives have a fitted effect of over 60% in size
#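 Luminescent ATP detection (Kinase-Glo Plus) follows a 60-minute room-temperature incubation, with wells lacking PGK as controls. Buffer: 100 mM TEA (pH 7.6), 5 mM MgCl2, 0.01% Tween-20. Coupling enzyme GAPDH (100 nM final) supplies unstable 1,3-BPG in-well.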
# The depositor's hits bear a star; i = inactive; ? = inconclusive; / = not tested or not shown; [ ] = dose if it differs, or a comment. Unless noted, calls come from the whole dose curve; as a rule, active = well fitted curve in the direction sought with a large enough effect; inconclusive = small, poorly fitted or top-dose-only effect, or another doubt; inactive = no such curve, though single readings can be large; an effect the other way counts as inactive or inconclusive. Potency is the fitted concentration of half-maximal effect.
SMILES	HP1b binding inh	G9a inh	POLI inh	Pin1 inhibitor	BLM helicase inh	Tb PGK inh	BAZ2B inh	GLS inhibitor	JMJD2A Tudor
COC(=O)c1cc(NC(=O)Cc2ccc(OC)c(OC)c2)cc(C(=O)OC)c1	3%	9%	?	4%	0%	3%	3%	55%[activator]	45µM*
O=C(NCCCN1CCOCC1)c1ccccc1N1C(=O)[C@@H]2Cc3c([nH]c4ccccc34)C(c3ccc(F)cc3)N2C1=O (stereo partly specified)	-6%	24%[12.7 µM]	1%	-3%	-4%	-1%	-9%	1%	-25%
CCc1ccccc1Nc1nn2c(=O)c3ccc(C(=O)NCCCOC(C)C)cc3nc2s1	16%	-8%[12.7 µM]	-29%	30%	-2%	i	2%	-9%	-1%
CCCC1=NN2C(=N)/C(=C\c3ccc(OCCOc4ccc(NC(C)=O)cc4)c(OC)c3)C(=O)N=C2S1	5%	-13%	62%[activator]	26%	-8%	-4%	?	56%[activator]	-14%
CC(OC(=O)Cn1[nH]c(=O)c2ccccc2c1=O)C(=O)Nc1ccccc1[N+](=O)[O-] (stereo unspecified)	6%	-9%[2.33 µM]	9%	-2%	/	5%	-6%	0%	-13%
O=C(CSc1ncccn1)NCCc1ccccc1	35%	22%[59 µM]	36%[activator]	-1%	0%	1%	8%	4%	-3%
COc1ccc(S(=O)(=O)Nc2ccc3cn[nH]c3c2)cc1C	15%	-1%	56%[activator]	0%	-9%	-9%	-13%	7%	-11%[11.4 µM]
Cc1cc(C(F)F)nn1CC(=O)NCc1ccc(Cl)cc1Cl	32%	10%[59 µM]	2%	-4%	2%	i	13%	-11%	-31%
C#CCNC(=O)C1=C[C@H](c2ccc3c(c2)OCO3)C[C@H](OCCCCO)O1	22%	/	35µM*	5%	/	-9%	/	-3%	-22%
CCN(CC)S(=O)(=O)c1ccc2c(c1)c(=O)c(C(=O)N1CCN(c3cc(Cl)ccc3C)CC1)cn2C	28%	-3%[59 µM]	-1%	0%	-4%	-8%	/	-11%	-9%
COc1ccc(CCNC(=O)C(=O)NCC(c2ccc3c(c2)OCO3)N2CCOCC2)cc1 (stereo unspecified)	29%[57 µM]	1%[59 µM]	?	1%	-1%	-13%	-2%	1%	0%
O=C(CNC(=O)c1cccs1)OCc1ccc(Cl)cc1	-5%	-8%	30%	22%	1%	i	5%	-19%	6%
O=C1N(c2ccccc2)C(c2ccc(Cl)cc2)N2CCCN12 (stereo unspecified)	22%	42%[59 µM]	1%	5%	-1%	-5%	-3%	0%	-5%
COc1ccc(N2CC(NC(=O)C3CCCCC3)CC2=O)cc1OC (stereo unspecified)	11%	?	15%	-1%	-8%	0%	-2%	-1%	-6%
CCn1c(SCC(=O)Nc2ccc(F)cc2F)nc2c(c1=O)SCC2	16%	18%	5%	-3%	-2%	-5%	-21%	1%	?
CCOC(=O)c1ccc(NC(=O)C2CCC(CNc3c(N4CCOCC4)c(=O)c3=O)CC2)cc1 (stereo unspecified)	38%	-6%	14%	2%	-1%	-8%	18%	20%	-4%
Cc1ccc2c(C)nc(Nc3ncc4c(n3)CCCC4=O)nc2c1	29%	/	21%	-1%	/	0%	/	/	11%
CC(=O)Nc1cccc(C(=O)/C=C/c2cccs2)c1	14%	32%[59 µM]	?	-3%	-16%	-3%	-8%	-5%	-16%
CCOc1ccccc1NC(=O)Cc1ccccc1OC	9%	8%[59 µM]	18%	0%	-3%	-1%	7%	0%	-21%
N#Cc1c(-c2ccc(Cl)cc2)cc(-c2ccccc2)nc1SCC(=O)O	46%[activator]	?	-20%	2%	-5%	4%	56µM*	0%	-26%

# Two of the compounds above, with values under each structure:
# Order of results: HP1b binding inh, G9a inh, POLI inh, Pin1 inhibitor, BLM helicase inh, Tb PGK inh, BAZ2B inh, GLS inhibitor, JMJD2A Tudor
COc1ccc(S(=O)(=O)Nc2ccc3cn[nH]c3c2)cc1C
 : 15%, -1%, 56%[activator], 0%, -9%, -9%, -13%, 7%, -11%[11.4 µM]
Cc1cc(C(F)F)nn1CC(=O)NCc1ccc(Cl)cc1Cl
 : 32%, 10%[59 µM], 2%, -4%, 2%, i, 13%, -11%, -31%

# Carrying on:
SMILES	HP1b binding inh	G9a inh	POLI inh	Pin1 inhibitor	BLM helicase inh	Tb PGK inh	BAZ2B inh	GLS inhibitor	JMJD2A Tudor
Cc1cc(C)n2nnnc2c1C#N	39%	8%	-7%	1%	-1%	i	-3%	-1%	-4%
Cc1ccc(CNC(=O)C(=O)NCC2CCCN2S(=O)(=O)c2cccs2)cc1 (stereo unspecified)	10%	-3%	9%	2%	/	-4%	3%	6%	-10%
Cc1nc2c(C(=O)NCCC3=CCCCC3)c[nH]n2c(=O)c1Cl	6%	14%[59 µM]	?	1%	-4%	-7%	1%	-1%	-29%
O=C1Nc2ccc(C(=O)O)c(O)c2C1=O	-1%	/	?	-5%	/	0%	/	-26%	56µM*
CCOC(=O)Cn1c(=O)oc2cc(S(=O)(=O)N(CCN(C)C)Cc3ccccc3)ccc21	27%	-28%	1%	-3%	3%	0%	-11%	-11%	-1%
O=C(COC(=O)CN1C(=O)NC2(CCCC2)C1=O)NCc1ccc(Cl)cc1Cl	15%	/	86%[activator]	0%	/	1%	/	9%	-6%
C=CCOC(=O)C1=C(C)NC(SCC(=O)OCC)=C(C#N)C1c1ccc(C)cc1 (stereo unspecified)	107%[activator]	0%	?	18%	-11%	i	9%	-13%	12%
COc1ccccc1N1CCN(C(=O)C2CCN(S(=O)(=O)c3c(C)noc3/C=C/c3ccc(C)cc3)CC2)CC1	4%[57 µM]	1%[59 µM]	-3%	-1%	-1%	-5%	-12%	20%	-27%
N#Cc1cccc(S(=O)(=O)NCCOc2ccccc2F)c1	42%[activator]	-13%[12.7 µM]	-1%	10%	/	-2%	-22%	1%	-11%
Cc1cc(=O)[nH]c(-c2cccnc2)n1	8%	18%	95%[activator]	-2%	-4%	5%	-4%	3%	-3%[11.4 µM]
Cc1cccc(NC(=O)CSc2nnc(-c3ccco3)c(-c3ccco3)n2)c1C	?	22%[0.501 µM]	2µM*	/	18µM*	-19%	35µM*	45%[activator]	50µM*
Cc1ccc(-n2ncc3c2CC(C)(C)CC3NC(=O)CCCN2CCCCC2=O)cc1 (stereo unspecified)	6%	-13%	4%	-11%	0%	3%	-5%	4%	?
NC(=O)c1cc2cc(Cc3ccccc3Cl)ccc2oc1=O	11%	-5%	77%[activator]	7%	-1%	i	2%	-1%	-8%
CCOC(=O)c1cccc(NC(=O)C2CCCN(S(=O)(=O)c3c(C)nn(C)c3C)C2)c1 (stereo unspecified)	65%[activator]	-34%	4%	?	-1%	4%	8%	0%	-12%
CCCOc1ccc(N2C(=O)CC(N(Cc3ccco3)C(C)=O)C2=O)cc1 (stereo unspecified)	51%[activator]	?	5%	1%	-5%	i	-15%	-6%	-9%
COc1ccc(N(Cc2cc3ccc(C)cc3[nH]c2=O)C(=O)c2ccco2)cc1	34%	71µM*	7%	7%	-2%	-5%	12%	-1%	-1%
O=C(CN1CCN(Cc2ccc(Cl)cc2)CC1)N/N=C/c1ccccc1F	46%[activator]	6%	44%[activator]	5%	1%	-4%	-6%	2%	-7%
Cc1ccc2cc(CN(Cc3ccco3)C(=O)c3ccccc3)c(=O)[nH]c2c1C	15%	9%	-5%	26%	-2%	-1%	4%	0%	6%
CCOC(=O)CC(NCc1ccc(OC)c(OCC)c1)c1ccc(C)cc1 (stereo unspecified)	4%	-14%[12.7 µM]	72%[activator]	-3%	-10%	1%	-15%	-5%	56µM*
CCOc1nc2cnccc2n(CC(=O)Nc2ccc(C)c(C)c2)c1=O	26%	42%	-2%	-2%	-1%	-1%	-23%	-2%	11%
CN(CCc1ccccn1)C(=O)c1ccc(OC(F)(F)F)cc1	31%	25%	-1%	2%	4%	0%	-9%	15%	-3%
O=C(O)CCc1ccc(-c2ccccc2)n1Cc1ccco1	3%	32µM*	?	-17%	-11%	-6%	50µM*	7%	?
CCC(=O)Nc1nnc(SCc2ccccc2F)s1	16%	1%	21%	-14%	-9%	4%	3%	1%	-9%
c1ccc(COc2ccc(CNn3cnnc3)cc2)cc1	16%	-33%[12.7 µM]	12%	-2%	4%	-7%	27%	3%	-5%
O=C(NCCOc1ccccc1)c1cc([N+](=O)[O-])ccc1N1CCOCC1	15%	34%[activator][12.7 µM]	3%	3%	/	i	1%	-7%	-19%
CCCCOc1ccc(CSCCNC(=S)Nc2ccccc2)cc1	9%	32%[activator][59 µM]	-7%	-4%	-6%	-2%	1%	8%	-14%
COc1ccc(/C=N/NC(=O)c2c(-c3ccccc3)noc2C)cc1[N+](=O)[O-]	27%	/	6%	5%	0%	-4%	-23%	0%	-16%
Cc1ccc(NC(=O)C2CCN(S(=O)(=O)c3cccc4nsnc34)CC2)cc1F	39%	23%[59 µM]	6%	-7%	-1%	-2%	/	-2%	-20%
Cc1ccc(S(=O)(=O)c2nc(-c3ccco3)oc2NCC2CCCO2)cc1 (stereo unspecified)	26%	10µM*	12%	-2%	0%	-10%	-36%	5%	-17%
CCN(C(=O)c1ccc(Cl)c(S(=O)(=O)Nc2c(C)n(C)n(-c3ccccc3)c2=O)c1)c1ccccc1	33%	/	13%	-1%	/	-2%	/	22%	-17%
Cc1cc(Cl)ccc1OCCCC(=O)NC1CCN(C)CC1	0%	-7%	?	1%	1%	-5%	7%	2%	-14%
COc1ccc(N2CCN(C(=O)CS(=O)Cc3nc(-c4ccc(OC)c(OC)c4)oc3C)CC2)cc1 (stereo unspecified)	16%	-25%	25%	-2%	3%	10%	?	58%[activator]	-23%
COCCn1c(=NC(=O)c2sc3ccccc3c2Cl)sc2cc(S(N)(=O)=O)ccc21	9%	-9%[59 µM]	17%	13%	-5%	0%	-2%	-1%	-1%
COc1ccc(CCNC(=O)C2(C)CCC(=O)N2CCC(C)C)cc1OC (stereo unspecified)	47%[activator]	8%[59 µM]	-10%	-6%	3%	-9%	3%	0%	-8%

# The list is partial; rates above refer to the full screens.
